# From PubChem BioAssay
# TDP-43 yeast inh = TDP-43 toxicity inhibition in yeast; TDP-43 expressing yeast growth rescue, BacTiter-Glo, 24 h; Potency, µM (series often up to 46.1 µM), for inactives: top-dose growth rescue (activation), hits mostly activators; 410,000 tested, 1.8% active; note: potency is the fitted concentration of half-maximal effect; % of control where 0% means no effect; nearly all actives have a fitted effect of over 50% in size
#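 Cell-based yeast growth screen: TDP-43 expression induced in galactose, inoculum OD600=0.02 after raffinose pregrowth to mid-log. Read-out BacTiter-Glo luminescence at 24 hr, 30 deg C; inhibition of toxicity seen as signal increase.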
# FUS suppressor = suppressors of FUS proteinopathy in yeast; 390,000 tested, 0.24% active; S. cerevisiae FUS-expressing, growth rescue, OD600, 24 h; AID 1347120; Potency, µM (top dose mostly 76.6 µM), for the others: top-dose growth rescue (activation), usual class: activators;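 note: potency is the fitted concentration of half-maximal effect; plate controls were DMSO vehicle for no effect and reference control for full effect; nearly all actives have a fitted effect of over 55% in size; some results filed as inactive show a strong effect at the top dose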
#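 Yeast FUS proteinopathy model; galactose-induced FUS (2%), starting OD 0.005. Cpds in dilution series, 24hr, 30C, 99% humidity. Abs 600 nm growth. Pos ctrl CP55940 (top 92uM final); neg ctrl DMSO.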
# Abeta rescue = compounds reversing amyloid beta toxicity in yeast. yeast expressing A-beta42, growth rescue, OD600, 48 h; response scale: 0% DMSO, 100% iron-clioquinol control. Potency, µM (highest dose often 46.1 µM), for inactives: top-dose growth rescue, most hits filed as activators. 410,000 tested, 0.063% active. AID 1347071; note: potency is the fitted concentration of half-maximal effect; nearly all actives have a fitted effect of over 55% in size
#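 Yeast A-beta toxicity model in growth medium with pinned compounds, 48 h at 30 C; growth read as absorbance at 600 nm. Normalized to FeCl3/clioquinol equimolar mix (positive) and DMSO (negative).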
# D3 antag = antagonists of human D3 dopamine receptor; P35462; max response, negative = inhibition, %; 360,000 tested, 2.5% active; D3R cells, DiscoveRx beta-arrestin luminescence, antagonist mode; stronger effect = lower value; AID 652054; in the data active = max response below about -50%; inconclusive = no clear call, values can overlap the other calls; note: % is set by controls: 0 for no effect and ±100 for the full control effect; mostly tested at two doses, the higher about 12 µM
#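 Cells plated overnight at 1500 cells/well, then exposed to library compounds with dopamine controls for 90 minutes at 37 degrees C. DiscoveRx reagent added for 30–60 minutes at room temperature; luminescence read, quantitative HTS format.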
# EPAC2 antagonist = EPAC2 (human) antagonism | EPAC2 GEF exchange of Rap1B-BODIPY-GDP, fluorescence | Potency, µM (doses to about 114 µM), for inactives: at the highest dose activity, negative = inhibition, actives largely listed as inhibitors | 360,000 tested, 0.18% active | AID 720708; note: potency is the fitted concentration of half-maximal effect; % is set by controls: 0 for no effect and ±100 for the full control effect; nearly all actives have a fitted effect of over 45% in size; many of its hits are not listed in these tables
# Target sequence (Q8WZA2 whole entry, looked up): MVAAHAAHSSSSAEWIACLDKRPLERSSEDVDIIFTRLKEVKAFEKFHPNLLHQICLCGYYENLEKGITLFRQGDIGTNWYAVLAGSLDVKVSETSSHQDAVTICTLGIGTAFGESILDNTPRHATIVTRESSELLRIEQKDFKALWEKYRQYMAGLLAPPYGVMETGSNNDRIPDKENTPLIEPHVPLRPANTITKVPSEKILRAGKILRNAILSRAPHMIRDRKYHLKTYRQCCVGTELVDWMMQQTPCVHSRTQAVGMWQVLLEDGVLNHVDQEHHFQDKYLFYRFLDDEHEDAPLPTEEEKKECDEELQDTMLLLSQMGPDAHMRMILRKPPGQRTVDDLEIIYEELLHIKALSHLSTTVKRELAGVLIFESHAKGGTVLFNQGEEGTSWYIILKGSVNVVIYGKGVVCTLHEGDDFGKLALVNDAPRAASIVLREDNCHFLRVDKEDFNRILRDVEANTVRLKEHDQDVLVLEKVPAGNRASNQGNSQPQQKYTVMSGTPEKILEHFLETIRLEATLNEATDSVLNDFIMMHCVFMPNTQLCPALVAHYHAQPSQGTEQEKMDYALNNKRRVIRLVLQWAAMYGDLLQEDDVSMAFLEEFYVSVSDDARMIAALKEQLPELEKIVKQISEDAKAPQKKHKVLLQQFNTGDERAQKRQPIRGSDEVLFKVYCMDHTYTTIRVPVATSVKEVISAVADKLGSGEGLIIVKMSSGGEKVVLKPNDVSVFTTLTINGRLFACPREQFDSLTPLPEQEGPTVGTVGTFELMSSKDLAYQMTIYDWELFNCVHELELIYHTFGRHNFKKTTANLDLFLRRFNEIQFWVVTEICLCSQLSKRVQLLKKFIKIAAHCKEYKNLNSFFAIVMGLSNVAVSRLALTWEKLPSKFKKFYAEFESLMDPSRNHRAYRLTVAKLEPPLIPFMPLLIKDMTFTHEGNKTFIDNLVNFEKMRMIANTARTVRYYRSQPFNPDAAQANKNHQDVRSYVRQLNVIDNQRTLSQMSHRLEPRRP
# D3 ag = activates the human D3 dopamine receptor. D3R DiscoveRx beta-arrestin cells, luminescence, 90 min. 410,000 tested, 0.58% active. P35462. max activation, %; in the data active = max activation above about 30%; note: 0% is about no effect; mostly tested at two doses, the higher about 12 µM
#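 Cells at 1500/well, incubated overnight, then treated with pinned compounds (dopamine as control) for 90 min at 37 degrees C. DiscoveRx reagent added for 30 - 60 minutes at room temperature; luminescence read.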
# aSyn rescue = alpha-synuclein toxicity inhibition in yeast. Yeast expressing alpha-synuclein, growth rescue, BacTiter-Glo, 24 h. Potency, µM (highest dose often 46.1 µM), without a hit: at the highest dose growth rescue (activation), actives largely listed as activators. 370,000 tested, 0.14% active. AID 652106; note: potency is the fitted concentration of half-maximal effect; % of control where 0% means no effect; nearly all actives have a fitted effect of over 65% in size
#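 Galactose-induced alpha-syn yeast (OD600=0.02, raffinose-pregrown) + pinned cpd, 24 hr, 30 deg C; growth by BacTiter-Glo luminescence. Growth restoration scores as activation.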
# EPAC2 agonist = agonists of human EPAC2 (RAPGEF4); EPAC2 activation, biochemical qHTS; response scale: 100% = 6.5 mM cAMP response; Potency, µM (doses to about 154 µM), inactives show top-dose activation, actives largely listed as activators; 360,000 tested, 0.079% active; AID 720711; note: potency is the fitted concentration of half-maximal effect; nearly all actives have a fitted effect of over 50% in size
#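 Exchange assay: 100 nM EPAC2 with 250 nM Rap1B-BODIPY-GDP and 50 uM GDP. Fluorescence (ex 480/em 540 nm) read every 5 min for 30 min at room temperature. Data normalized to 6.5 mM cAMP as agonist control.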
# Active calls of the source: *; ? = inconclusive; nt = not tested or not shown; [ ] = remark or other dose. Unless noted, calls come from the whole dose curve; as a rule, active = well fitted curve in the direction sought with a large enough effect; inconclusive = small, poorly fitted or top-dose-only effect, or another doubt; inactive = no such curve, though single readings can be large; an effect the other way counts as inactive or inconclusive.
structure	TDP-43 yeast inh	FUS suppressor	Abeta rescue	D3 antag	EPAC2 antagonist	D3 ag	aSyn rescue	EPAC2 agonist
COc1ccc(-c2cc(C(=O)Nc3cccnc3Cl)no2)cc1	-8%	3%	-10%	3	-4%	6	-3%	7%
CCN(CC)S(=O)(=O)c1cccc(NC(=O)COC(=O)CCC(=O)c2ccc(F)cc2)c1	0%	20%	8%	-6	-12%	1	2%	-12%
O=C(O)Cc1ccc(NC(=O)c2ccc3c(c2)C(=O)N(Cc2ccccc2)C3=O)cc1	27%	-22%	2%	4	-21%	5	3%	-10%
CCOC(=O)c1nn(-c2ccccc2)c(=O)cc1OCC(=O)Nc1cc(C)ccc1C	17%	4%	-14%	12	2%	7	-3%	-8%
Cc1[nH]c2ccccc2c1/C=C/c1nc2ccccc2c(=O)[nH]1	12%	5%	?	33	4%	0	3%	5%
O=C(CSc1nnc(-c2ccc3c(c2)OCO3)n1-c1ccccc1)c1ccc(Cl)cc1	3%	nt	-5%	-17	-2%	1	-1%	10%
Oc1ccc2ccccc2c1N=Nc1nccs1	-82%[inhibitor]	-11%	-84%[inhibitor]	-67*	-9%	-10	-54%[inhibitor]	-3%
COc1ccc(C2(c3ccc(OC)cc3)NC(=O)N(CC(=O)Nc3ccc(C(N)=O)cc3)C2=O)cc1	0%	26%	12%	7	-18%	17	1%	4%
Cc1ccccc1-n1c(SCC(=O)Nc2ccc3c(c2)OCO3)nnc1-c1ccccn1	23%	?	9%	22	-11%	2	-2%	17%
COC(=O)c1ccccc1NC(=O)CSc1nnc(CNS(=O)(=O)c2ccc(C)cc2)n1C	-6%	nt	-1%	24	13%	11	-4%	6%
S=C1NCN(CCc2ccccc2)CN1	-19%[1.82 µM]	2%	-4%	0	1%	5	-6%	5%
Cc1cc(C)cc(OC(C)c2ccnc3nc(/N=C/N(C)C)nn23)c1 (stereo unspecified)	-6%	26%	5%	-8	6%	8	1%	-6%
O=C(Nc1nc2c(s1)COc1ccccc1-2)c1cccs1	?	3%	1%	15	-2%	6	?	-9%
Cn1cncc1COC(=O)c1ccc(Cl)cc1	0%	7%	5%	1	-5%	1	-3%	12%
O=C(Nc1nc2n(n1)C(c1ccccc1)C=C(c1ccccc1)N2)c1ccc(Cl)c([N+](=O)[O-])c1 (stereo unspecified)	0%[9.22 µM]	41%	0%	nt	nt	-15	nt	nt
Cc1ccc(C(=O)N/N=C/c2ccc(-c3cccc(C(F)(F)F)c3)o2)cn1	?	1%	-2%	1	2%	-8	1%	-16%
COc1ccc(C2=CSC(/N=C/c3ccc(F)cc3)=NN2)cc1	14%	48%	0%	-17	12%	-6	-24%	3%
CCOC(=O)c1ccc(NC(=O)Cn2c(=O)cc(C)c3c(C)nn(-c4cccc(F)c4)c32)cc1	-4%	-11%	-13%	nt	nt	6	nt	nt
CCCc1nc(-c2cc3ccc(C)cc3[nH]c2=O)no1	3%	30%	8%	-24	8%	-4	-15%	1%
Cc1cccc(OCc2nnc(SCC(=O)Nc3ccc(C)cc3C)o2)c1	14%	20%	-1%	nt	nt	-13	nt	nt
C=CCn1c(SCC(=O)NC(=O)Cc2ccccc2)nnc1-c1ccccc1F	-7%	-2%	11%	9	-6%	11	-7%	5%
O=C(NCCOc1ccc(Cl)cc1)c1ccc2c(c1)OCCO2	-22%	12%	-20%	-2	-21%	-7	12%	18%
CCC(c1nnnn1Cc1ccco1)N(Cc1cc2cc(OC)ccc2[nH]c1=O)C1CCCCC1 (stereo unspecified)	1%	11%	19%	0	6%	7	-6%	2%
COC(=O)c1cc(S(=O)(=O)N2CCN(c3cc(C)ccc3C)CC2)c[nH]1	7%	?	-6%	0	-29%	-12	-5%	7%
CCC(C)(C)NC(=O)c1ccc(Sc2nncn2C)c([N+](=O)[O-])c1	-26%	23%	-14%	-14	14%	4	-6%	29%
CCN(C(=O)COc1cc(=O)n(CC)c2ccccc12)c1cc(Cl)ccc1OC	7%	30%	7%	14	0%	-1	11%	11%
Cc1ccccc1NC(=O)Cc1nc(CN(C)CC(=O)Nc2cccc(F)c2)cs1	17%	21%	19%	-23	3%	-6	-7%	11%
O=C(CSc1nc(O)c(C2CCCCC2)c(=O)[nH]1)N1CCOCC1	-21%	11%	-12%	2	7%	4	4%	0%
CCOC(=O)c1cnc(SSc2ncc(C(=O)OCC)c(N)n2)nc1N	?	-19%	-5%	-16	4%	-2	-6%	1%
CCC(C)n1c(SCC(=O)Nc2ccccc2C(=O)OC)nc2ccsc2c1=O (stereo unspecified)	5%	20%	-1%	nt	nt	2	nt	nt

# Fetched by compound from the entries so far:
structure	TDP-43 yeast inh	FUS suppressor	Abeta rescue	D3 antag	EPAC2 antagonist	D3 ag	aSyn rescue	EPAC2 agonist
COC(=O)c1ccccc1NC(=O)CSc1nnc(CNS(=O)(=O)c2ccc(C)cc2)n1C	-6%	nt	-1%	24	13%	11	-4%	6%
COc1ccc(C2=CSC(/N=C/c3ccc(F)cc3)=NN2)cc1	14%	48%	0%	-17	12%	-6	-24%	3%
CCN(C(=O)COc1cc(=O)n(CC)c2ccccc12)c1cc(Cl)ccc1OC	7%	30%	7%	14	0%	-1	11%	11%
COc1ccc(-c2cc(C(=O)Nc3cccnc3Cl)no2)cc1	-8%	3%	-10%	3	-4%	6	-3%	7%

# (continued)
# Values run as follows: TDP-43 yeast inh, FUS suppressor, Abeta rescue, D3 antag, EPAC2 antagonist, D3 ag, aSyn rescue, EPAC2 agonist
- CCOC(=O)c1sc(N/N=C/c2cc(Br)c(O)c(OC)c2)nc1C
 : 9%, 9%, -1%, 19, 0%, 11, -10%, -4%
- O=C(c1ccc(Oc2ccc(Cl)cc2)c([N+](=O)[O-])c1)N1CCCC1
 : ?, 16%, -12%, 16, -7%, -2, ?, 10%
- O=C(O)C1C2C=CC(C2)C1C(=O)NCCCN1CCOCC1 (stereo unspecified)
 : -3%, 6%, 10%, 6, 12%, 6, 0%, 2%
- CC(C)CC(=O)N1CCN(S(C)(=O)=O)CC1
 : 4%, -6%, -3%, 4, -3%, 2, -4%, -1%
- CC1CCCCN1CC(=O)Nc1ccc(N2CCCCCC2)cc1 (stereo unspecified)
 : 6%, 14%, 0%, 4, 4%, -3, -1%, -6%
- Nn1cnc2scc(-c3ccc(Cl)cc3)c2c1=O
 : ?, -16%, -24%, ?, 6%, -7, 3%, 1%
- O=C(NC1CCCCC1)C(c1ccc2ncccc2c1)N(Cc1ccccc1)C(=O)c1cccs1 (stereo unspecified)
 : 0%, 8%, 16%, 45, -7%, 26, 1%, -3%
- O=C(O)CCc1ccc(-c2cccs2)n1NC(=O)c1ccc(O)cc1
 : -6%, 41%, 15%, -1, 5%, 7, 4%, 8%
- COc1ccccc1-n1ncc2c(=O)[nH]c(SCC(=O)Nc3ccc(Cl)cc3)nc21
 : 21%, 15%, -8%, nt, nt, 2, nt, nt
- CCN(C(=O)c1cc2c(=O)[nH]c3ccc(C)cc3c2s1)c1ccccc1C
 : 12%, -2%, -5%, 14, 16%, 8, 6%, -13%
- NS(=O)(=O)c1ccc(CCNC(=O)C(=O)NCC2OCCN2S(=O)(=O)c2ccc(Cl)cc2)cc1 (stereo unspecified)
 : 5%, 4%, 0%, -6, -14%, 5, 0%, -6%
- NC(=O)NC(CC(=O)NNC(=O)c1cccs1)c1ccc(Cl)cc1 (stereo unspecified)
 : 7%, 5%, -6%, -10, 12%, 3, 10%, 1%
- Cc1ccc(CNc2nc(N)c([N+](=O)[O-])c(NCc3ccccc3)n2)cc1
 : -3%, 9%, 2%, 12, 11%, -6, 11%, 19%
- COc1ccccc1-c1nc2cc3ccccc3cc2nc1-c1ccccc1
 : 0%, 19%, 6%, 37, 2%, -4, 5%, 3%
- CN1C2CCC1/C(=C/c1cccn1C)C(=O)/C2=C\c1cccn1C
 : 3%, 8%, -20%, -3, 49%[activator], 0, -2%, ?

# (next part)
# Values run as follows: TDP-43 yeast inh, FUS suppressor, Abeta rescue, D3 antag, EPAC2 antagonist, D3 ag, aSyn rescue, EPAC2 agonist
- CN(C)S(=O)(=O)c1cccc(NC(=O)COc2ccccc2C(=O)NCc2ccccc2)c1
 : 23%, nt, 6%, 2, -3%, 4, -5%, 5%
- O=C(O)CCCC(=O)Nc1nc(-c2ccccc2)cs1
 : 7%, -6%, -9%, -21, 5%, 0, -8%, -7%
- Cc1ccc(NC(=O)c2cccc(NC3=NC4CS(=O)(=O)CC4S3)c2)cc1C (stereo unspecified)
 : -6%, -7%, -11%, -16, 17%, -11, -2%, -1%
- CC(C)(C)[C@@H]1C=C(C(=O)NCc2ccccc2)O[C@H](OCc2ccc(CO)cc2)C1
 : 15%, 15%, 7%, -9, 5%, -24, 11%, 18%
- O=C(Nc1ccccc1N1CCCC1)c1cccnc1
 : 0%, -1%, -3%, -20, 6%, 6, 2%, 12%
- CCO[C@H]1OC(C(=O)NC2CC2)=C[C@@H](c2csc3ccccc23)[C@@H]1CCCO
 : 20%, 4%, 4%, 0, -16%, 0, -2%, 4%
- NC(=O)Cc1ccc(C(=O)c2ccccc2F)s1
 : -1%, 13%, -7%, -8, 6%, 12, 1%, 4%
- O=C(C(=O)N1CCOCC1)c1c[nH]c2ccccc12
 : -11%, -5%, 2%, -11, -3%, 12, 0%, 6%
- O=S(=O)(c1ccc(S(=O)(=O)N2CCOCC2)cc1)N1CCCC1
 : 5%[9.22 µM], 3%, -4%, 10, 5%, 0, 1%, 13%
- O=C(Cn1cc(C(F)(F)F)ccc1=O)N1CCc2ccccc2C1
 : 8%, -19%, 15%, -6, -4%, 0, -1%, 9%
- CCCc1nn2c(=O)cc(COC(=O)c3ccccc3NC(=O)c3ccc(Cl)cc3)nc2s1
 : 3%, -14%, -7%, nt, nt, -16, nt, nt

# Only part of the results is shown. The share of hits here may be higher or lower than overall.
